From PubChem
RAD54 branch = inhibitors of human RAD54 branch migration; Q92698; RAD54 Holliday junction branch migration, FAM/BHQ fluorescence; inhibition, % at 10.4 µM; 360,000 compounds, 0.14% hits; AID 602329;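 active means mean normalized replicate activity at least 40 and at least half of replicates scoring 40 or more; inconclusive means only one of the two criteria met; inactive means mean below 40 and under half of replicates reaching 40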;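 further: 0% = median of neutral control wells and 100% = median of positive control wells; inhibitors cause a drop in the FAM fluorescence signal; in these data hits start at about 50%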
DENV2 CPE rescue = inhibitors of DENV2 cytopathic effect; DENV2-infected cells, cytopathic effect rescue, plate reader; CPE inhibition, % at 9.99 µM; 350,000 compounds, 1.7% hits; AID 651640; in the data active means CPE inhibition above about 20%, passing the limit was not always enough; inconclusive means no clear call, values can overlap the other calls; tested in BHK-21 cells;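 further: 0% = median of neutral control wells and 100% = median of positive control wells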
CFTR F508del cor = correctors of CFTR F508del function in bronchial epithelial cells | CFBE cells, YFP halide quenching; stimulated with forskolin plus potentiator P3; % fluorescence drop versus neutral controls | activity (quench increase), % at 7.58 µM | 350,000 compounds, 0.36% hits;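 active means mean added fluorescence quench of at least 8% versus neutral control, with both replicates also reaching 8%; inconclusive means only one of the mean or replicate conditions met; inactive means mean below 8% and not both replicates reaching 8%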;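 further: cells transiently co-express mutant CFTR-F508del with the halide-sensitive YFP; corrector assay measuring rescue of mutant channel to the surface after 24 h compound exposure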
Casp6 inh = blocks human caspase-6 cleavage activity; 350,000 compounds, 0.53% hits; inhibition, % at 12.5 µM; P55212; purified caspase-6, Z-VEID-R110 cleavage fluorescence;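 active means mean inhibition across replicates at least about 35%, with every replicate also reaching that limit, limit read from the data; inconclusive means only one of the two criteria met; inactive means neither criterion met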;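 further: 0% = median of neutral control wells and 100% = no fluorescence left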
GSIS activator = primary screen for activators of insulin secretion dependent on glucose, INS-1E cells, GLuc reporter luminescence; INS-1E GLuc reporter insulin secretion, 2-3 h; activation, % at 16.6 µM; 370,000 compounds, 0.61% hits; AID 743287;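 active means lowest replicate activation of at least 40%, so every replicate reaches that level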;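 further: 0% = median of neutral control wells and 100% = median of IBMX positive control wells; some compounds called inactive have numbers as strong as hits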
E-selectin induc = induces E-selectin expression in human endothelial cells | HUVEC E-selectin immunofluorescence imaging; normalized: neutral wells 0, TNF-alpha wells 100 | activation, % at 7.58 µM | 260,000 compounds, 0.37% hits;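 active means mean E-selectin-positive cell signal at least 10% of the positive control, reached in at least 60% of replicates, without over 20% cell loss; inconclusive means no rule given, readout overlaps actives, possibly toxicity-flagged; inactive means the rest, including those meeting only one limit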;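 further: in these data hits start at about 27%; measured in HUVEC primary endothelial cells; signal is the percent of cells scored E-selectin positive by PE staining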
Target sequence (P16581 whole entry, looked up): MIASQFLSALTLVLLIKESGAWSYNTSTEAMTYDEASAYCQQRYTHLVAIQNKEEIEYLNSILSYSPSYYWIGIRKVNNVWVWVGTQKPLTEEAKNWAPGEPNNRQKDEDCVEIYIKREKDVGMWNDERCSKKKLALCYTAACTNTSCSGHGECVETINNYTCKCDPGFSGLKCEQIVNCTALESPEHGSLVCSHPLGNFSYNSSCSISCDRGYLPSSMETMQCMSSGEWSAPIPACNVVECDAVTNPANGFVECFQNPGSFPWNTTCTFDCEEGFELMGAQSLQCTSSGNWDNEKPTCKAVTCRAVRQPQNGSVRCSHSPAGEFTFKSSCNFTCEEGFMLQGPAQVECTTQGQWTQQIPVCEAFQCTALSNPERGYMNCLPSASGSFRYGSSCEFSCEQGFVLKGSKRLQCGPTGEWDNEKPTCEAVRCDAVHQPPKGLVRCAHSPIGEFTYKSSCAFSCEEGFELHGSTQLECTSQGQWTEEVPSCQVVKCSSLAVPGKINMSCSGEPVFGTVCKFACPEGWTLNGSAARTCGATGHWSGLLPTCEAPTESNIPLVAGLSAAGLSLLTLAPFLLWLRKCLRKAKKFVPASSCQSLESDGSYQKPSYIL
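Assay system: HUVEC primary endothelial cells. Input: 3,000 HUVEC seeded per well. Doses: one compound dose added by pin transfer. Read-out basis: % PE-positive cells. Benchmarks: TNF-alpha high, DMSO low. Detection: immunofluorescence imaging. Buffer or medium: EGM-2, gelatin.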
RAD52 inh = inhibitors of human RAD52 DNA annealing. P43351. recombinant RAD52 DNA annealing, FRET fluorescence. inhibition, % at 18.7 µM. 360,000 compounds, 0.46% hits. AID 651710;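 active means every replicate showing at least 50% inhibition; inconclusive means mean inhibition at least 50% but not in every replicate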
Target sequence (P43351 whole entry, looked up): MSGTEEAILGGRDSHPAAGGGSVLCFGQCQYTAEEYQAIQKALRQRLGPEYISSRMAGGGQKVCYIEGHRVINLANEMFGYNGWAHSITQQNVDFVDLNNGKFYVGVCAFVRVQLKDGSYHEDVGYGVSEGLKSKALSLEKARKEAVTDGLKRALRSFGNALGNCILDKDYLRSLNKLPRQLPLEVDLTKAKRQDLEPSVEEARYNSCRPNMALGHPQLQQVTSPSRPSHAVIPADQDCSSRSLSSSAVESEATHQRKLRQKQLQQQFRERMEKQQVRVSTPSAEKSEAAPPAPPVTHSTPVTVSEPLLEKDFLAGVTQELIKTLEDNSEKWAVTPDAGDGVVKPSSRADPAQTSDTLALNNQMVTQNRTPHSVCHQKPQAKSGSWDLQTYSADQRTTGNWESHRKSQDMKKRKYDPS
XiGFP reactiv = reactivates the inactive X chromosome in mouse fibroblasts; XiGFP mouse fibroblasts, % GFP-positive cells imaging, 3 d; cells co-treated with 5-aza-dC sensitizer; scaled so ellipticine positive control = 100%; 360,000 compounds, 0.055% hits; AID 743238; activation, % at 7.58 µM;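 active means mean normalized replicate activation at least 10% and every replicate at or above 10%; inconclusive means only one of the two criteria met; inactive means mean below 10% and not all replicates reach 10%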;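 further: 0% = median of on-plate neutral control wells and 100% = ellipticine 6 µM median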
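Schedule: 3 d treatment, 15 min room-temperature fixation; system: 68-5-11 XiGFP fibroblast line; buffer or medium: DMEM plus 5-aza-dC sensitizer; control set: ellipticine 6 µM positive control; compound: one concentration, pinned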
Starred values were filed as active, the others as inactive; ? = inconclusive; . = no result given.

SMILES	RAD54 branch	DENV2 CPE rescue	CFTR F508del cor	Casp6 inh	GSIS activator	E-selectin induc	RAD52 inh	XiGFP reactiv
O=C(NC1CCN(S(=O)(=O)c2ccccc2)CC1)c1ccccc1	11	-2	-1.5	-1	1	.	-6	-0.1
O=C(Nc1ccc(F)cc1)N1CCCCN2[C@H](C1)[C@@H](c1ccc(C#CC3CC3)cc1)[C@@H]2CO	-7	.	4.7	.	-30	-0.6	.	0.0
C[C@@H]1CN([C@H](C)CO)C(=O)c2cc(C3=CCCCC3)cnc2O[C@H]1CN(C)C(=O)c1ccccn1	-5	-11	-0.6	-3	0	-0.2	0	-1.4
CC(NS(=O)(=O)c1ccc(OCC(=O)NCc2ccccn2)cc1)c1ccccc1 (configuration not stated)	-3	12	0.6	4	-6	12	-11	0.4
Cn1c(CCC(=O)OCC(=O)NCC(F)(F)F)nc(=O)c2ccccc21	.	-3	-1.4	1	-7	0.6	-20	0.3
CCCC(=O)Nc1ccc2c(c1)C(=O)N(C)C[C@H](OC)[C@@H](C)CN(C(=O)c1ccccc1F)[C@H](C)CO2	-6	4	-2.4	-5	9	-0.2	-5	0.4
Cc1cccc(-n2cc(C(=O)O)c(=O)cc2C)c1	0	3	1.4	2	-12	.	2	0.2
COc1ccc(-c2cnc3c(c2)C(=O)N([C@H](C)CO)C[C@H](C)[C@H](CN(C)Cc2ccc4c(c2)OCO4)O3)cc1	1	-1	0.7	-2	.	.	7	.
CN(C)c1ccc(C(C(=O)NC2CCCC2)N(Cc2cccnc2)C(=O)c2snc(C(N)=O)c2N)cc1 (configuration not stated)	16	4	1.8	-1	-6	.	-2	0.0
O=C(NC1CCCC1)C1CC(=O)N(c2ccc(F)c(Cl)c2)C1 (configuration not stated)	-1	2	3.9	1	17	.	-15	0.0
CS(=O)CC(O)(c1ccc(F)cc1)C1CC1 (configuration not stated)	3	17	5.0	3	.	.	0	0.0
COc1cccc(NC(=O)Nc2ccc(C(C)(C)C)cc2)c1	.	6	-2.1	9	-7	.	-2	0.1
O=C(C[C@@H]1CC[C@@H]2[C@H](COC[C@H](O)CN2C(=O)c2ccc(F)cc2)O1)N1CCCCC1	4	3	-0.4	.	9	0.0	.	0.2
CC(Oc1ccccc1)C(=O)N=C1SC2CS(=O)(=O)CC2N1Cc1ccccc1 (configuration not stated)	-6	?	-1.0	0	-2	.	-9	0.0
C[C@H](CO)N1C[C@H](C)[C@H](CN(C)Cc2cccnc2)Oc2ncc(C#CC3(O)CCCC3)cc2C1=O	-1	7	6.5	3	10	0.6	5	-0.2
CN1C(=O)c2cc(NS(=O)(=O)c3ccc(F)cc3)ccc2OC[C@@H]2O[C@@H](CC(=O)O)CC[C@H]21	-8	?	0.2	-4	2	0.0	3	0.1
COc1ccc(-c2nc3c(C)cc(Br)cn3c2Cc2ccccc2)cc1OC	2	-15	-4.0	-1	15	1.2	-26	-0.2
CO[C@@H](CN(C)Cc1nccs1)[C@@H](C)CN([C@H](C)CO)S(=O)(=O)c1ccc(F)cc1	-2	1	2.7	1	12	0.0	3	0.3
COc1ccc(-n2ncc(C(C)NS(=O)(=O)c3ccc(C)s3)c2C)cc1 (configuration not stated)	4	15	2.4	3	-12	0.0	-11	-0.1
CC1CC(C)(C)NC(=S)N1CCCC(=O)Nc1ccc(Cl)cc1 (configuration not stated)	-2	7	0.9	0	-7	-0.2	0	0.0
COC(=O)c1sccc1S(=O)(=O)Nc1ccc(N2CCCCC2)cc1	.	-1	0.0	-1	9	.	-4	0.1
O=C(NCC1COCCO1)c1ccc2nc(Cc3cccc(Cl)c3)oc2c1 (configuration not stated)	4	5	-4.8	2	6	-0.5	1	-0.1
COc1ccccc1/C=C/C(=O)OCC(=O)Nc1ccc2c(c1)OCCO2	-5	-5	0.2	1	-1	-0.4	11	0.2
COc1cccc(-c2ccc(NC(=O)C3CCCN(Cc4cnc(N(C)C)s4)C3)cc2)c1 (configuration not stated)	-10	12	-4.1	1	-46	.	-76	0.0
COc1ccccc1CCC(=O)NNC(=O)Cn1nc(C)cc1C	1	2	-3.0	0	-3	-0.1	-8	0.0
CCOC(=O)C1CCN(C(=S)Nc2cc(OC)c(OC)cc2C(=O)OC)CC1	-18	5	2.0	1	5	.	6	.
C[C@H](CO)N1C[C@H](C)[C@H](CN(C)Cc2ccc(C(F)(F)F)cc2)Oc2ccc(NC(=O)Nc3ccc4c(c3)OCO4)cc2CC1=O	3	4	1.4	-3	-13	.	2	0.7
COCCNC(=S)NNC(=O)c1cc(-c2cccnc2)nc2ccccc12	0	-1	3.0	-2	3	0.2	4	0.3
COc1cccc(CN2CCNC(=O)C2CC(=O)NCc2cc(C(C)C)no2)c1 (configuration not stated)	-2	.	-0.2	-5	9	.	-15	0.2
O=C(OCC(=O)N(Cc1ccccc1)Cc1ccccc1)c1ccccc1O	-3	-8	-0.4	4	-3	1.8	-16	0.1
CN(c1ccccc1)S(=O)(=O)c1nnc(NC(=O)c2ccco2)s1	-1	6	-3.3	18	-3	.	-15	0.1
CSc1ccc(/C=C/c2ccc3cccc(O)c3n2)cc1	.	.	-0.7	0	4	.	-17	0.1
Cc1cccc(C)c1-n1nnnc1C1(C)CCC(=O)N1CCc1ccc(O)cc1 (configuration not stated)	.	-4	4.8	-1	15	-0.2	-8	-0.1
Cc1ccc(S(=O)(=O)N2CCC(C(=O)NNC(=O)C3CC3)CC2)cc1Cl	-2	-3	1.4	1	1	-5.1	-10	0.0
COc1ccc(-n2c(Cn3c(=O)sc4ccccc43)nnc2SCC(=O)N2CCOCC2)cc1	-1	-6	1.1	0	12	1.0	-4	0.0
CN(Cc1ccccc1)CC1CC(c2ccccc2)OC(c2ccc(NC(=O)CCCCCCC(=O)O)cc2)O1 (configuration not stated)	-4	?	3.8	-3	.	.	7	.
Oc1ccc(/C=N/Nc2ccc(C(F)(F)F)cn2)cc1	.	1	3.0	-1	.	0.0	-5	0.4
C=CCc1cccc(/C=N/NC(=O)C(=O)Nc2ccc(C)cc2)c1O	.	-6	-2.2	0	-9	.	-9	0.0
COC(=O)c1ccc(N=c2sc(C(=O)OC)cc(=O)n2C)cc1	6	4	1.7	-1	.	.	16	0.3
O=C(C[C@H]1CC[C@@H](NC(=O)c2ccccn2)[C@H](CO)O1)NCc1cccc(F)c1	0	-6	-1.2	-1	11	0.0	10	-0.4
CO[C@H]1CN(C)C(=O)c2cc(NS(=O)(=O)CC(F)(F)F)ccc2OC[C@H](C)N(C(=O)c2ccc3c(c2)OCO3)C[C@@H]1C	-2	-1	-1.7	-2	3	-0.1	-17	0.0
O=S(=O)(NCCOc1cccc2cccnc12)c1ccc(F)cc1	2	1	-2.4	1	2	.	-24	.
Cn1nccc1C(=O)Oc1cccc(/C=N/NC(=O)c2ccccc2O)c1	.	-6	.	-2	17	-0.6	-1	0.1
CN1CCN(CC#Cc2ccccc2)CC1CCO (configuration not stated)	-9	11	-0.1	-4	-10	.	-11	0.7
O=C(NN=Cc1ccco1)C(=O)Nc1ccc(Cl)c([N+](=O)[O-])c1	.	6	0.6	0	1	-0.1	-5	0.3
CSCC[C@H](NC(=O)Cc1c(C)c2cc3c4c(oc3cc2oc1=O)CCCC4)C(=O)O	-16	-2	-3.4	4	3	1.9	-14	0.0
COc1ccc(NC(=O)c2cc(-c3cccc(OC)c3)on2)cc1	.	20	0.8	-5	-11	-0.2	-10	0.0
COC(=O)c1ccc(CN2CCCCC2)cc1	-8	-1	.	0	-2	-0.1	-10	0.1
COC[C@H]1CCCN1c1ccc2c(c1)O[C@@H](COCc1ccccc1)CN([C@H](C)c1ccccc1)S2(=O)=O	.	2	-1.5	-4	-7	4.5	-10	0.0
CCOC(=O)N1CCC(NC(=O)C2=CCN(S(=O)(=O)c3ccccc3)CC2)CC1	.	2	-1.5	0	-9	-0.2	4	-0.1
COc1ccc(NC(C)=O)cc1CP(=O)(c1ccccc1)c1ccccc1	-9	8	-1.4	0	-4	0.1	-6	0.0
COc1ccc(-c2ccccc2[C@H]2[C@@H](C#N)N(C(=O)NC(C)C)[C@H]2CO)cc1	.	-3	2.1	-2	0	-0.1	-6	0.0
CC(C)(C)[S@](=O)N1Cc2cc(C(=O)NCCN3CCCC3)nc(-c3cccc(-c4ccc(C#N)cc4)c3)c2[C@@H]1CCO	8	-3	-0.8	-3	-16	0.0	28	0.0
Cc1ccc(NC(=O)NCC2CCN(Cc3cccc(Cl)c3)CC2)c(Cl)c1	-5	2	-0.2	0	-49	.	-24	-0.7
CCCc1c(C)nc2c(Br)cccc2c1Cl	1	-3	-0.5	4	-6	0.1	-11	0.1
COc1ccc(-c2cn3c(C)c(C(=O)Nc4ccncc4)sc3n2)cc1	11	4	-1.5	1	-1	0.4	-23	0.2
C[C@H]1CCCCO[C@@H](CN(C)C(=O)Nc2ccc3c(c2)OCO3)[C@@H](C)CN([C@@H](C)CO)C(=O)c2cc(NC(=O)Nc3ccc(F)cc3)ccc2O1	2	-2	0.4	0	8	0.1	2	0.2
CN(CC(=O)NNC(=O)CNC(=O)c1cccs1)S(=O)(=O)c1ccc(Cl)cc1	.	-16	-5.0	0	-11	.	-7	0.0
COc1ccc(C=C2C=C(C(C)(C)C)C(=O)C(C(C)(C)C)=C2)cc1OC	5	-12	-3.5	-1	-7	.	-12	0.0
CC(CCc1ccccc1)NC(=O)C(C)OC(=O)c1ccco1 (configuration not stated)	7	3	-1.1	1	-3	-1.6	2	-0.1
Additional entries.
SMILES	RAD54 branch	DENV2 CPE rescue	CFTR F508del cor	Casp6 inh	GSIS activator	E-selectin induc	RAD52 inh	XiGFP reactiv
CN1C(=O)N(C)C(c2ccccc2Cl)C2=C1CC(C)(C)CC2=O (configuration not stated)	.	19	-0.6	7	8	0.0	-3	0.2
COc1ccc(S(=O)(=O)Nc2ccc3c(c2)CC(=O)N([C@H](C)CO)C[C@@H](C)[C@H](CN(C)C(=O)Nc2ccc(F)cc2)O3)cc1	-1	-3	0.3	.	2	-2.0	.	0.0
COC(=O)c1ccccc1N/C=C/C(=O)c1ccc(Br)cc1	-2	-1	1.1	4	4	.	-9	0.0
Cc1ccc(-c2nc(NCCN(C)C)c3ccccc3n2)cc1	78*	6	7.0	-20	12	8.1	71*	0.0
COc1ccc(C)cc1S(=O)(=O)N1CCc2ccccc2C1	3	-2	1.1	-2	5	.	-7	0.2
CNS(=O)(=O)c1ccc2c3c(cccc13)C(=O)N2	1	-3	-0.8	3	1	.	-7	0.0
COc1ccc(CC(=O)Nc2c3c(nn2C(C)(C)C)CS(=O)C3)cc1 (configuration not stated)	5	-2	1.1	-2	-4	0.0	-15	0.1
CCc1noc(C)c1C(=O)NC1CCCc2c1cnn2-c1ccc(C(C)(C)C)cc1 (configuration not stated)	-3	-3	-0.3	-8	2	0.2	-14	0.2
